Screening data as filed in PubChem BioAssay.
Polio RdRp inh – poliovirus RdRp elongation inhibitors, primary screen, biochemical, fluorescence polarization, total intensity; AID 588519, 2011; % elongation, % (compound at 16.7 µg/mL); poliovirus polymerase elongation; hits give low values; 150,000 tested, 0.66% active; in the data active = % elongation below about 90%; note: some results filed as inactive read as strong as hits
Target sequence (P03300 1749-2209 limits assumed): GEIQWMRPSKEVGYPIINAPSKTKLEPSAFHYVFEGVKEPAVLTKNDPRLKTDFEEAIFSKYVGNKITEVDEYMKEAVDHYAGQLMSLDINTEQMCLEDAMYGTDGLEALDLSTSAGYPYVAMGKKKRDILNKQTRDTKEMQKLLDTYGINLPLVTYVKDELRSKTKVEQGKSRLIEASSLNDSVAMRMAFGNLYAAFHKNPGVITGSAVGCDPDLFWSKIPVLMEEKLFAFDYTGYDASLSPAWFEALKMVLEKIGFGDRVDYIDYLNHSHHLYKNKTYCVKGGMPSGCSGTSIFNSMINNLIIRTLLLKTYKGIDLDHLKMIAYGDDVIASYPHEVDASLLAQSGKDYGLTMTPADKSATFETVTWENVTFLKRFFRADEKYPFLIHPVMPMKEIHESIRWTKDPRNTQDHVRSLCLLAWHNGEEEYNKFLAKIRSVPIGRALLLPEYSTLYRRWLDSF
Polio RdRp inh FP z-score – recorded beside Polio RdRp inh, whose call it bears; z-score; measured here: FP z-score; hits read low
An asterisk follows results filed as active. Not all compounds are listed; count on the stated rates, not on these rows.

Sample of the layout (two entries):
Structure	Polio RdRp inh	Polio RdRp inh FP z-score
Cc1cc(S(=O)(=O)N2CCOCC2)ccc1N=Cc1c(C)[nH]n(-c2ccc(Cl)cc2)c1=O	100	-0.6
COc1cccc(-c2cc(C(=O)NCC3CCCO3)on2)c1 (configuration not stated)	103	0.7

The list itself, from the start:
Structure	Polio RdRp inh	Polio RdRp inh FP z-score
Cc1cc(S(=O)(=O)N2CCOCC2)ccc1N=Cc1c(C)[nH]n(-c2ccc(Cl)cc2)c1=O	100	-0.6
COc1cccc(-c2cc(C(=O)NCC3CCCO3)on2)c1 (configuration not stated)	103	0.7
COc1ccc(-c2cc(C(F)(F)F)n3ncc(-c4ccccc4)c3n2)cc1	107	0.6
COc1ccc(Cl)cc1NC(=O)c1cc2nc(-c3ccc4c(c3)OCO4)cc(C(F)(F)F)n2n1	109	1.2
COc1cccc(CNC(=O)c2cnn3c4c(cnc23)CCCCC4)c1	106	0.8
COc1ccc(CCNC(=O)c2c(O)nc3ccccn3c2=O)cc1OC	109	1.2
O=C(Nc1ccc(Cl)cc1)c1ccc(-n2cnnc2)cc1	107	-0.1
CCCNC(=O)Nc1ccc(OC(F)(F)F)cc1	100	-0.6
Cc1ccc(-c2nn3c(=O)cc(CN4CCN(S(=O)(=O)c5ccc(Cl)cc5)CC4)nc3s2)cc1	108	0
CCn1c(CSCC(=O)NC(C)C)nc2cc(S(=O)(=O)N3CCCCC3)ccc21	104	0
Cc1ccc2nc(-c3ccc(NC(=O)C(F)(F)F)cc3)sc2c1	106	0.2
O=C(CCn1c(=O)c2cccn2c2ccc(F)cc21)NCCc1ccccc1Cl	113	1.1
CCN(C(=O)c1cccs1)c1nnc(-c2cccc(C)c2)s1	100	-1.2
CCOC(=O)Cc1csc(SCC(=O)NC(C)(C)C)n1	104	0.2
CCOC(=O)c1c(S(=O)(=O)N(C)Cc2ccccc2)c(C)n(C)c1C	102	0.9
CC1CCC(NC(=O)c2ccc(CS(=O)(=O)c3ccc(Cl)cc3)o2)CC1 (configuration not stated)	108	0.4
Cc1cccc(CNC(=O)Cc2csc3ccccc23)c1	104	-1.1
CCN(CC)N=Nc1ccc(S(=O)(=O)N=C(C)O)cc1	101	-0.1
Cc1cc(C)nc(/N=C(/N=C(\N)NC(=O)c2ccccc2)Nc2ccccc2)n1	101	-0.3
O=C(CSc1nc2c([nH]c3ccccc32)c(=O)n1-c1ccccc1)Nc1ccc2c(c1)OCO2	102	-1.3
CC1=C(C#N)c2nc(N)c(C#N)c(C)c2/C1=C\c1cccnc1	94	-2.7
CCn1c(C(=O)N2CCC(C(=O)N3CCN(c4cc(C)ccc4C)CC3)CC2)cc2sccc21	101	-1.6
Cc1ccc(C(C)C)c(OCCN)c1	102	0.1
N#CC(C(=O)N1CCCC1)C(=S)Nc1ccccc1Cl (configuration not stated)	103	-0.1

Shown with two lines to a compound: three of the compounds above
Value order – Polio RdRp inh, Polio RdRp inh FP z-score
CCOC(=O)Cc1csc(SCC(=O)NC(C)(C)C)n1
→ 104, 0.2
CCOC(=O)c1c(S(=O)(=O)N(C)Cc2ccccc2)c(C)n(C)c1C
→ 102, 0.9
CC1CCC(NC(=O)c2ccc(CS(=O)(=O)c3ccc(Cl)cc3)o2)CC1 (configuration not stated)
→ 108, 0.4

Later entries
Structure	Polio RdRp inh	Polio RdRp inh FP z-score
Cc1cc(C(=O)O)ccc1-n1c(C)cc(C=Nc2ccc(N3CCOCC3)cc2)c1C	97	-0.3
COc1ccc2c(c1)sc1ncc(C(=O)NCC(C)c3ccccc3)c(=O)n12 (configuration not stated)	103	0.2
Cc1ccc(C)n1-c1ccc(-c2nc3ccccc3[nH]2)cc1	96	-0.6
O=C1c2ccccc2CN1c1ccccc1	102	0
Cc1ccc(N2CC(c3nnc(Cc4ccccc4Cl)o3)CC2=O)cc1 (configuration not stated)	101	-1.1
CCOc1ccccc1NC(=O)C1CCCN(c2ncnc3onc(-c4ccc(F)cc4)c23)C1 (configuration not stated)	106	-0.1
Cc1cc(C)c2c(c1)-c1cc(C)nn1C(c1cccs1)N2 (configuration not stated)	99	-0.2
O=C1c2oc3ccccc3c(=O)c2C(c2ccc(O)cc2)N1Cc1ccc2c(c1)OCO2 (configuration not stated)	106	0.5
OC(COCC1CC=CCC1)CN(Cc1ccccc1)Cc1ccccc1 (configuration not stated)	86*	-1.7*
O=C(O)C1=Cc2ccccc2OC1	96	-0.8
CCOC(=O)c1cc(-c2ccc(OC)cc2)nn1CCC#N	106	0.5
O=C(Nc1cccc(C(=O)N2CCN(c3ccc(F)cc3)CC2)c1)c1nsc2ccccc12	111	1
O=C(Nc1ccc2c(c1)C(=O)N(C1CCCCC1)C2=O)c1ccc(Br)o1	99	-0.9
COc1ccc(CNC(=O)C(CC(C)C)NS(=O)(=O)c2ccc3c(c2)CCN3C(C)=O)cc1 (configuration not stated)	106	0.3
CCOc1ccc(-c2cc(C(=O)N3CCN(c4cc(Cl)ccc4C)CC3)c3ccccc3n2)cc1	109	0
O=C(Cc1cn2ccsc2n1)N/N=C1\CC(c2ccccc2)Oc2ccccc21 (configuration not stated)	107	0.6
O=S(=O)(c1ccc(Sc2nnnn2C2CC2)nc1)N1CCCCC1	106	0.4
O=C(NCCc1c[nH]c2ccccc12)C1CCCCC1	100	-0.4
O=C(NC=Nc1cccnc1)c1cccc(COCC(F)(F)F)c1	100	-0.7
CC(=O)c1ccc(NC(=O)COc2ccccc2-c2nc(C)no2)cc1	106	-0.4
Cc1nnc(N2CCC(C(=O)NC3CCC(C)CC3)CC2)c2nn(-c3ccc(Cl)cc3)c(C)c12 (configuration not stated)	105	-0.1
COc1ccc(Cl)cc1NC(=O)c1sc2nc(-c3ccc(OC)c(OC)c3)ccc2c1N	104	-0.3
COc1ccccc1CC(=O)NC(C)C1CCCO1 (configuration not stated)	102	-0.2
Cc1cc(=O)n2[nH]c(C34CC5CC(CC(C5)C3)C4)nc2n1	100	-0.2
CCn1c(=O)c(=O)n(CC)c2cc(N3CCCCC3)c(NC(=O)c3cccc(OC)c3)cc21	104	-0.2
CCN1Cc2cccc(C(=O)Nc3ccc(F)cc3)c2C1=O	102	-0.9
O=S(=O)(NCCc1csc2nc(-c3ccccc3)nn12)c1cccs1	112	1
Cc1cccc(C(=O)N2CCc3cc(CNC(=O)CSc4ccccc4)ccc32)c1	97	-2.4
O=C(Nc1nnc(C2CC2)s1)c1ccc2c(c1)S(=O)(=O)c1ccccc1C2=O	102	0.1
CCOC(=O)/C=C1\SCC(=O)N1Cc1ccc(C)cc1	107	0.4
CCOC(=O)c1cccc(NC(=O)CCn2c(=O)oc3ccccc32)c1	108	0.7
O=C(COc1ccccc1-c1nc(-c2ccccc2)no1)Nc1cccc([N+](=O)[O-])c1	111	0.7
COc1cc2c(cc1NC(=O)COc1cc(C)cc(C)c1)oc1ccccc12	107	0.4
CN(Cc1cccs1)Cc1nc2scc(-c3ccccc3)c2c(=O)n1CC#N	107	0.6
CC(C)N1CCN(Cc2ccc3ccccc3c2)CC1	100	0
CCOC(=O)/C=C1\NC(C)(C)Cc2cc(OC)c(O)cc21	104	0.1
CCc1cc2c(C)cc(=O)oc2cc1OCC(=O)NC1CCCCC1	98	-1.4
COc1ccc(/C=C/C(=O)OCC(=O)Nc2cccc(C(F)(F)F)c2)cc1	101	-0.2
COc1cc(OC)c(NC(=O)C2CCN(S(=O)(=O)c3c(C)noc3/C=C/c3c(C)cc(C)cc3C)CC2)cc1Cl	109	0.4
COc1cccc(OC)c1C(=O)Nc1ccc2c(c1)CCCN2S(=O)(=O)c1ccc(C)cc1	103	-0.5
CCOc1ccc(S(=O)(=O)NCCC(=O)NC2CCC(C)CC2)cc1 (configuration not stated)	104	0.4
CCOC(=O)c1c(N)sc2c1CCC2	99	-0.8
O=C(CN1CCN(S(=O)(=O)c2cc(Cl)ccc2Cl)CC1)Nc1cccc(F)c1	100	-1.7
Nc1nc2n[nH]nc2c(=O)[nH]1	98	-0.4
O=C(O)CCc1cc(Cl)no1	102	-0.2
Cc1ccc(N2CC(C(=O)NCc3nnnn3-c3ccc(C)c(C)c3)CC2=O)cc1 (configuration not stated)	109	0.2
Cc1cccc(OCCn2cnc3c(cnn3C)c2=O)c1	102	0.1
CCc1cc2c(cc3c(=O)n(CC(=O)NCCc4ccc(OC)cc4OC)nc(CC)n32)s1	103	-0.8

By substructure, the entries above containing a furan ring, fused or not.
Structure	Polio RdRp inh	Polio RdRp inh FP z-score
CC1CCC(NC(=O)c2ccc(CS(=O)(=O)c3ccc(Cl)cc3)o2)CC1 (configuration not stated)	108	0.4
O=C(Nc1ccc2c(c1)C(=O)N(C1CCCCC1)C2=O)c1ccc(Br)o1	99	-0.9
COc1cc2c(cc1NC(=O)COc1cc(C)cc(C)c1)oc1ccccc12	107	0.4

(continued)
Structure	Polio RdRp inh	Polio RdRp inh FP z-score
CCc1nnc(SCC(=O)N(CC)Cc2ccccc2)c2cc3occc3n12	102	0.4
CNC(=O)CN1CCNCC1	102	0.1
COc1ccc(N(C)S(=O)(=O)c2ccc3c(c2)n(C)c(=O)c(=O)n3C)cc1	100	-0.7
Cc1nn(CC(=O)NCc2cccc(F)c2)c(=O)c2c(C)n(-c3ccc(Cl)cc3)nc12	110	0.4
Cc1ccc(SCC(=O)Nc2nncs2)cc1	105	0.8
COc1cc(NC(=O)Cn2nc3c(cc2=O)CC(C)CC3)cc(OC)c1OC (configuration not stated)	105	-0.6
Cc1ccc(Nc2nc(C)nc(N)c2S(=O)(=O)c2ccccc2)cc1	106	0.3
O=C(NC(=S)NC12CC3CC(CC(C3)C1)C2)c1ccccc1	100	-0.6
Cn1c(O)c(Cc2c[nH]c3ccccc23)c(=O)n(C)c1=O	92	-1.5
Cc1ccc2onc(CC(=O)N(C)c3ccccc3)c2c1	107	0.2
Cc1ccc(C)c(Oc2nc3c(c(=O)n(C)c(=O)n3C)n2Cc2ccccc2)c1	112	0.2
OC1CCN(CC2CC=CCC2)CC1 (configuration not stated)	100	-0.1
CCOC(=O)Cc1csc(SCC(=O)/C(C#N)=C(\C)N)n1	102	0.2
O=C1NCCN1CCNS(=O)(=O)c1cccc2cccnc12	102	0
CC(C)Sc1nnc(Cc2cc(=O)[nH]c(=O)[nH]2)n1-c1ccc(F)cc1	100	-0.7
O=C(CCCC(=O)Oc1ccccc1F)Nc1cccc2ccccc12	103	0.1
COc1cc(C(F)(F)F)nc2ccc(C)c(NC(=O)c3ccc(Cl)cc3)c12	102	-0.3
CCc1ccccc1NC(=O)N1CCN2CCCCC2C1 (configuration not stated)	103	0.2
O=S(=O)(Nc1ccc(CN2CCCCC2)cc1)c1ccc(-n2cccn2)cc1	100	-1.3
[O-][n+]1ccccc1OCc1ccc(Cl)cc1	101	-0.3
COc1ccc(-c2nc(SCC(=O)NCc3nc4ccccc4n3C)n3[nH]c(=O)cc3n2)cc1	110	0.8
Cc1ccccc1C1CC(=O)Nc2ccc3ccccc3c21 (configuration not stated)	112	1.6
O=S1(=O)C=CC(Nc2cccc3ccccc23)C1 (configuration not stated)	99	-1.4
Cc1ccc(NC2=C(c3ccc(C(F)(F)F)cc3)C(=O)c3ccccc32)cc1C	81*	-6.7*
Cc1ccc(Nc2c(-c3ccccc3O)nc3cc(C)ccn23)cc1	106	-0.7
CCS(=O)(=O)N1CCc2cc(C(=O)Nc3cccc(C(C)=O)c3)ccc21	111	0.7
CC(C)C(=O)Nc1nc2c(ncn2C2OC(CO)C(O)C2O)c(=O)[nH]1 (configuration not stated)	103	0.1
N#Cc1cc(C(=O)c2ccccc2O)cn(-c2ccccn2)c1=O	122	3.4
Oc1ccc(-c2nc3ccccn3c2Nc2ccc3c(c2)OCCO3)cc1	107	-0.4
COc1ccccc1N1CCN(C(c2ccc(Cl)cc2)c2nnc(-c3cccc(F)c3)o2)CC1 (configuration not stated)	108	0.9
Cc1ccc2occ(CC(=O)Nc3nnc(C(C)C)s3)c2c1	114	-0.1
CCN1C(=O)c2ccccc2S(=O)c2ccc(C(=O)N(C)C3CCCCC3)cc21 (configuration not stated)	100	-0.5
O=C1C(=O)N(CCCn2ccnc2)C(c2cccc(Br)c2)/C1=C(\O)c1ccccc1 (configuration not stated)	102	0.2
NC(=O)Cc1ccc(NC(=O)CCC(=O)O)cc1	105	0.3
Oc1ccc(CNc2ccccc2C(F)(F)F)c2cccnc12	101	0
CCOC1CSc2sc(=S)sc2S1 (configuration not stated)	96	-0.6
CCCN(CC(=O)Nc1ccccc1C)C(=O)CSc1nnc2ccccn12	103	-0.1
CCN(Cc1ccccc1)C(c1ccccn1)c1nnnn1C1CCCCC1 (configuration not stated)	102	0.1
O=C1c2ccccc2NC(c2cccs2)N1c1ccc2c(c1)OCO2 (configuration not stated)	101	-0.1
CCCN(CCC)C(=O)C1CCCN(c2ncnc3onc(-c4ccc(F)cc4)c23)C1 (configuration not stated)	105	-0.3
